L929 necroptosis – inhibitors of zVAD-triggered necroptosis, primary screen, L929 cells; L929 zVAD necroptosis rescue, ATP luminescence, 24 h; with zVAD 60 µM; viability rescue, % at 10 µM; actives 0.38% (n = 220,000);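 active = activation, scaled between plate controls, above about 75%, limit read from the data; inactive = activation under that limit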;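 note: 0% = zVAD with DMSO and 100% = DMSO alone without zVAD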
Hck-Nef inh – inhibitors of Nef-activated human Hck kinase, primary screen, biochemical, Z-Lyte FRET, 384-well, Hck-YEEI | Tyrosine-protein kinase HCK (Homo sapiens), P08631 | Recombinant Hck-YEEI plus Nef, Z-Lyte FRET kinase assay | inhibition, % at 20 µM | actives 0.68% (n = 220,000);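 active = Hck-Nef kinase inhibition above about 50%, limit read from the data; inactive = inhibition below that limit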;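 note: 0% = DMSO with Hck plus Nef and 100% = Hck alone without Nef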
FXIa inh – human FXIa protease inhibitors, primary screen, biochemical, 1536-well | Coagulation factor XI (Homo sapiens), P03951 | purified FXIa, Boc-Glu-Ala-Arg-AMC fluorogenic substrate | inhibition, % at 5 µM | actives 0.14% (n = 220,000) | AID 798, 2007;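 active = inhibition of at least 40%; inactive = inhibition below 40%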;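 note: fluorescence of freed AMC excited at 355 nm; 0% = enzyme without compound and 100% = no enzyme blank; many of its hits are not listed in these tables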
FXIIa inh – human FXIIa protease inhibitors, primary screen, biochemical, 1536-well | Coagulation factor XII (Homo sapiens), P00748 | purified FXIIa, Boc-QGR-AMC fluorogenic substrate, 2 h | inhibition, % at 5 µM | actives 0.3% (n = 220,000); in the data active = inhibition above about 40%;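 note: 0% = enzyme with no compound and 100% = blank without enzyme; many of its hits are not listed in these tables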
Rad51 HR inh – human RAD51 strand exchange inhibitors, primary screen, biochemical, fluorescence. DNA repair protein RAD51 homolog 1 (Homo sapiens), Q06609. hRad51 DNA strand exchange, fluorescence dequenching. inhibition, % at 10 µM. actives 0.085% (n = 200,000). AID 1385, 2008;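 active = inhibition above 40% at the single screening dose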;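 note: 0% = DMSO control wells and 100% = blanks with heterologous ssDNA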
Target sequence (Q06609 whole entry, looked up): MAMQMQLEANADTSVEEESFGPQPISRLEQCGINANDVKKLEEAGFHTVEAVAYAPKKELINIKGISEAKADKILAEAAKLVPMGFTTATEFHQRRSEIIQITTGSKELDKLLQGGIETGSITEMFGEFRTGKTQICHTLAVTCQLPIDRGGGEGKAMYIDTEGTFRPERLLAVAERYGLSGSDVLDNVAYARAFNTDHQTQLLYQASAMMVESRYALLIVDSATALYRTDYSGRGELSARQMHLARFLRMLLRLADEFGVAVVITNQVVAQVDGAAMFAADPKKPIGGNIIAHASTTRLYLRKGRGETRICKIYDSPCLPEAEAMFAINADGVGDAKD
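Material: hRad51 filaments on single-stranded DNA; Reagent: Donor/quencher-labelled 47-bp dsDNA substrate; Compound: 10 µM final, single point; Schedule: 37 °C 15-min filament assembly, 30-min compound preincubation, 15-min exchange; Technique: FRET fluorescence, excitation 485 nm, emission 520 nm; Benchmarks: control wells and blank wells on each plate.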
Thrombin inh – human alpha-thrombin inhibitors, primary screen, counter-screen for coagulation protease inhibitor project, biochemical, 1536-well, fluorogenic AMC substrate. Prothrombin (Homo sapiens), P00734. Boc-VPR-AMC fluorogenic substrate cleavage. inhibition, % at 5 µM. actives 0.26% (n = 220,000). AID 1046, 2008;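 active = inhibition at or above 40%; inactive = inhibition below 40%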;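 note: 0% = enzyme with no compound and 100% = wells without enzyme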
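Material: Human alpha-thrombin protein | Buffer or medium: pH 7.5 Tris-saline with Tween 20 | Reagent: Boc-VPR-AMC substrate, 15 µM final | Schedule: Reaction at ambient temperature | Detection: AMC fluorescence at 355 nm excitation and 460 nm emission | Evaluation: Percent inhibition scaled between no-compound controls and no-enzyme blanks | Controls: no-compound enzyme wells and no-enzyme blanks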
KCC2 mod – KCC2 cotransporter modulators, thallium flux, primary screen, cell-based, HEK293 KCC2, FluoZin-2 fluorescence, MLSMR; KCC2 cells, thallium flux FluoZin-2 fluorescence; B-score of Tl+ flux slope (higher = more flux/activation; lower = inhibition) at 10 µM; actives 2.2% (n = 190,000); AID 1456, 2008;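 active = thallium flux slope and its plate-corrected score both differing from the plate sample mean at a set confidence after two filtering rounds, in either direction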;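 note: slope of fluorescence scaled to starting intensity during 10 to 20 s after thallium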
hK5 inh – human KLK5 protease inhibitors, primary screen, biochemical, 1536-well; recombinant hK5, fluorogenic AMC substrate cleavage; inhibition, % at 5 µM; actives 0.59% (n = 210,000);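 active = inhibition of 40% or more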;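 note: 0% = enzyme controls without compound and 100% = no-enzyme blanks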
Target sequence (Q9Y337 67-293 limits assumed): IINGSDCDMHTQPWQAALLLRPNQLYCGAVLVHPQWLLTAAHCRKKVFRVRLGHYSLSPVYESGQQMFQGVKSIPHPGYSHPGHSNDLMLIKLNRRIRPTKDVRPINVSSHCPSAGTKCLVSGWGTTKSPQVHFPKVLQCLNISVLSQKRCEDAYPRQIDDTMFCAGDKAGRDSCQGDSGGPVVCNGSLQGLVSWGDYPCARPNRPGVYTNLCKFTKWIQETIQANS
TNF necrop inh – inhibitors of TNF-alpha triggered necroptosis, primary screen, cell-based, Jurkat FADD-/-, single concentration | AID 463075, 2010 | activation (protection from cell death), % at 10 µM | actives 0.068% (n = 220,000) | Jurkat FADD-/- TNF necroptosis rescue, ATP luminescence, 24 h; 0 = TNF only, 100 = no-TNF cells;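 active = activation, meaning protection from cell death, of at least 50% relative to plate controls; inactive = activation below 50%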;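 note: necroptosis triggered by 40 ng/mL TNF-alpha added together with compound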
* marks the source's active call; other numbers are inactive results; · = no result given. These rows are one share of the data; the hit share may differ from the screen's.

item	SMILES	FXIa inh	L929 necroptosis	TNF necrop inh	KCC2 mod	Thrombin inh	FXIIa inh	Rad51 HR inh	hK5 inh	Hck-Nef inh
1	Cc1ccc(-c2nn3c(C)nnc3c3ccccc23)cc1S(=O)(=O)NCCN1CCOCC1	5	0.5	-6.5	-0.79	3	22	1	-6	3
2	Cc1occc1C(=O)Nc1cccc([N+](=O)[O-])c1	1	·	1.5	-0.0017	-5	2	21	-10	7
3	COc1cccc(NC(=S)NC(C)c2ccc(OC)c(OC)c2)c1 (stereo not drawn)	-4	-1.1	-8.5	-0.95	3	8	16	-6	3
4	C#CCOCCOCCOCCNc1nc(N2CCN(C(=O)[C@H](CCC(=O)O)n3cc(C(N)CO)nn3)CC2)nc(N2CCN(C(=O)[C@H](CCCCN)n3cc(C(N)CC(C)C)nn3)CC2)n1 (stereo partly drawn)	1	0.8	0.1	0.67	2	6	5	5	11
5	O=C(Cn1cc2c(n1)CCCC2)NCCCN1CCN(Cc2ccccc2)CC1	3	-0.6	-0.5	-4.4	-5	8	0	-18	6
6	Cc1ccc(-n2c(SCC(=O)N/N=C/c3c(C)nn(-c4ccccc4)c3C)nc3ccccc3c2=O)cc1	3	0.1	-0.9	-0.17	-5	14	0	-9	28
7	Cn1c(=O)oc2cc(S(=O)(=O)N3CCC(N4CCCCC4)CC3)ccc21	-1	-0.1	-0.2	0.13	-3	3	-1	0	11
8	C#CCOCCOCCOCCNc1nc(N2CCOCC2)nc(N2CCN(C(=O)[C@H](Cc3ccc(O)cc3)n3cc([C@@H](N)CC(C)C)nn3)CC2)n1	-1	-0.3	0.9	0.15	0	8	5	1	3
9	O=C(O)C1CCCCC1C(=O)NCCCc1ccccc1 (stereo not drawn)	-9	-1.3	-1.6	0.35	-6	4	-1	-3	0
10	COc1ccc(OC)c(N(CC(=O)NCc2ccccn2)S(C)(=O)=O)c1	3	-0.2	-0.9	0.044	4	18	-4	-4	0
11	CC1CCN(CCC(=O)Nc2nccs2)CC1	-3	0.8	3.7	-0.37	-3	4	10	-1	12
12	Cc1cc(C)c2c(n1)sc1c(=O)n(Cc3ccccc3Cl)nnc12	4	1.4	2.1	·	3	7	·	-8	-1
13	COc1cccc2cc(C(=O)Oc3ccc(NC(C)=O)cc3)c(=O)oc12	1	-0.6	1.0	-2.3	-18	3	1	-5	1
14	Cc1ccc(N(C)C(=O)c2ccc3c(Cl)c4c(nc3c2)CCC4)cc1C	7	·	0.3	-0.62	2	12	-2	-9	-7
15	COc1cc(/C=C2\SC(=S)N(CC(=O)Nc3ccc(O)cc3)C2=O)cc(OC)c1OC	4	3.3	3.7	-1.3	3	11	6	0	22
16	COc1ccc(N/C=C2\CCOC2=O)cc1	-1	0.3	-0.5	0.076	2	2	-6	4	-5
17	O=Cc1ccc(-c2cc(Cl)ccc2Cl)[nH]1	0	0.0	-3.8	1	1	8	-22	-3	19
18	COc1cc2cc(CN(CCO)C(=O)c3cccs3)c(=O)[nH]c2cc1OC	1	0.6	1.6	-0.71	1	20	-2	-10	0
19	Cc1cc(NC(=O)CSc2nc3ccsc3c(=O)n2CCCC(=O)NCCc2ccccc2)no1	4	-0.3	0.5	-0.13	-5	15	-9	-7	22
20	Cc1[nH]c2ccc(F)cc2c(=O)c1SC(F)(F)C(F)F	-8	-0.1	-1.0	·	-1	5	-8	-26	-1

Compounds from the list above with a COOH group, in the order listed:
item	SMILES	FXIa inh	L929 necroptosis	TNF necrop inh	KCC2 mod	Thrombin inh	FXIIa inh	Rad51 HR inh	hK5 inh	Hck-Nef inh
4	C#CCOCCOCCOCCNc1nc(N2CCN(C(=O)[C@H](CCC(=O)O)n3cc(C(N)CO)nn3)CC2)nc(N2CCN(C(=O)[C@H](CCCCN)n3cc(C(N)CC(C)C)nn3)CC2)n1 (stereo partly drawn)	1	0.8	0.1	0.67	2	6	5	5	11
9	O=C(O)C1CCCCC1C(=O)NCCCc1ccccc1 (stereo not drawn)	-9	-1.3	-1.6	0.35	-6	4	-1	-3	0

The list goes on.
item	SMILES	FXIa inh	L929 necroptosis	TNF necrop inh	KCC2 mod	Thrombin inh	FXIIa inh	Rad51 HR inh	hK5 inh	Hck-Nef inh
21	Cc1ccc[n+](CC(=O)c2ccc(-c3ccccc3)cc2)c1	-9	0.0	2.4	-2.6	-12	-1	-14	-22	0
22	Cc1nc(N2CCCCC2)c2c(C)c(C(=O)Nc3cccc(C(F)(F)F)c3)sc2n1	12	1.5	2.6	-0.63	-5	18	1	3	13
23	Cc1occc1-c1nnc(SCC(=O)NCc2cccs2)n1-c1ccc(F)cc1	-1	0.5	-2.1	-0.086	0	7	-6	-10	0
24	COc1ccccc1C(=O)Nc1cc2cc(Br)ccc2oc1=O	8	-0.1	0.5	0.43	2	7	4	-2	31
25	CN(C)S(=O)(=O)c1cccc(NC(=O)c2cc(=O)[nH]c3ccccc23)c1	1	1.6	1.1	0.039	-1	7	4	-2	7
26	Cc1ccc(NC(=O)C2CC(=O)n3ncnc3N2)cc1C (stereo not drawn)	-9	-0.2	-0.1	1.5	-17	5	-1	-3	2
27	CCCCC(=O)NC(c1ccccc1Cl)c1c(O)ccc2ccccc12 (stereo not drawn)	2	0.5	2.2	1.3	4	14	2	-19	0
28	CS/C(=N\S(=O)(=O)c1cccs1)Nc1ccc(F)cc1	-6	2.2	0.6	0.87	-7	-4	6	4	0
29	O=C(NNC(=O)c1sc2cccc(Cl)c2c1Cl)Nc1ccccc1	-4	3.1	-2.1	·	-6	8	·	-5	4
30	CCCCn1nc2cc(C(=O)NCc3ccc(OC(F)(F)F)cc3)ccc2c1OC	1	1.5	-1.4	·	1	14	1	-5	0
31	O=C(N/N=C/c1cccn1-c1ccc([N+](=O)[O-])cc1)c1cccnc1	-1	2.5	-4.5	-2.7	8	10	1	12	13
32	CCN(CC)S(=O)(=O)c1ccc(OC)nc1	6	0.1	-2.0	-0.25	1	10	·	8	-2
33	O=C(COC(=O)/C=C/c1ccc(F)cc1)Nc1cccc(S(=O)(=O)N2CCCC2)c1	-3	-0.6	0.6	-2.4	-3	1	-4	-1	16
34	COc1cc2nc(CN3CCC(C(O)(c4ccccc4)c4ccccc4)CC3)[nH]c(=O)c2cc1OC	-1	0.4	0.1	-0.78	-3	6	-3	1	-5
35	Cc1ccc(N(C(C)C(=O)N2CCCCC2)S(C)(=O)=O)cc1C (stereo not drawn)	-3	0.1	-3.1	0.26	-2	5	2	-20	0
36	Cc1ccccc1C(=O)NCCCCc1ccccc1	3	0.6	2.3	-2.7	-9	8	-3	-14	3
37	O=C(NCCSC1CCCCC1)c1ccccc1	-2	3.4	1.5	0.39	-4	11	0	-2	-3
38	COc1cc(/C=N/N=C(N)N)ccc1OCc1ccc(Cl)cc1	-3	-0.3	-17	0.028	-11	9	7	1	11
39	CCN1CCCC1CNC(=O)C(=O)NC(C)C (stereo not drawn)	-6	1.1	-0.3	0.66	-6	4	·	-4	14
40	CCOC(=O)CCSc1nnc(-c2cccnc2)n1-c1ccccc1OC	-10	0.1	-2.4	-1.8	-6	-8	2	2	3
41	COc1ccccc1N1CCN(C(=S)NC(=O)/C=C/c2ccc(F)cc2)CC1	4	0.5	-3.4	27*	-7	5	·	2	7
42	Cc1ccc(C(=O)O)cc1S(=O)(=O)N1CCC(C(=O)O)CC1	2	0.0	-0.7	0.19	0	12	-10	-5	0
43	O=C(Nc1ccc(F)cc1)c1sccc1SCc1cccc(C(F)(F)F)c1	2	0.4	-3.2	-0.14	1	7	4	-8	0
44	Cc1ccc(NC(=O)CSc2n[nH]c(N)n2)cc1S(=O)(=O)N1CCOCC1	3	1.2	0.9	0.075	0	12	15	2	3
45	CCC(C(=O)Nc1c[nH]c(=O)[nH]c1=O)c1ccccc1 (stereo not drawn)	2	-0.7	1.2	-0.1	-8	0	9	-9	-3
46	O=C(/C=C/c1ccc([N+](=O)[O-])cc1)NCc1ccco1	3	1.5	1.3	0.17	-5	8	1	-7	1
47	CCOC(=O)C(NC(C)=O)C(OC(C)=O)c1cccc([N+](=O)[O-])c1 (stereo not drawn)	0	0.3	-0.8	0.97	-5	1	-1	-13	-1
48	CCOc1ccccc1-c1nc(CN(Cc2cnn(C)c2)C(C)C)c(C)o1	0	-1.3	0.5	-0.073	-4	11	-41	0	10
49	COc1ccc(OC)c(-c2cc(C(=O)NCc3cccs3)no2)c1	9	0.0	-1.4	0.31	4	15	-4	-19	-1
50	Cc1ccc(NC(=O)Cc2ccc3c(c2)OCCO3)cc1S(=O)(=O)N1CCCCC1	0	0.5	0.3	-0.96	-2	9	11	3	11
51	Brc1ccc(-n2c(SCc3nc4ccccc4[nH]3)nnc2-c2ccncc2)cc1	-1	1.1	4.8	-0.32	-8	2	7	-8	0
52	O=C(NCSc1ccnc(SCNC(=O)c2ccc(F)cc2)n1)c1ccc(F)cc1	1	0.0	-6.2	·	0	4	-5	-31	42
53	CCOC(=O)C1(CCCc2ccccc2)CCN(Cc2nccn2CC)CC1	0	-0.1	1.3	-0.58	0	5	·	-2	9
54	COCCn1c(-c2ccc(Br)cc2)csc1=Nc1cccnc1	-1	0.2	-1.9	-0.12	1	4	-10	-3	27
55	C=CCc1cc(C)ccc1OCCOCCC(C(=O)OCC)C(=O)OCC	7	0.6	-0.9	-0.66	2	12	·	-10	4

High-throughput results deposited in PubChem BioAssay by several laboratories.
